ELG1 genotoxic: genotoxicity induction in ELG1-luciferase HEK293T cells. HEK293T ELG1-luciferase reporter, luminescence, 16 h. Potency, µM (series often up to 46 µM), for the others: at the top dose activity change, positive = activation, usual class: activators. actives 1.3% (n = 330,000). AID 504466; further: potency means the concentration at half of the fitted maximal effect; % of control where 0% means no effect; nearly all actives have a fitted effect of over 60% in size
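Genotoxicity was scored as increased ELG1-luciferase reporter signal, measured by ONE-Glo luminescence (30 min, room temperature). Compound or vehicle exposure of the HEK293T reporter cells lasted 16 hr at 37°C.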
BRCA1 expr act: BRCA1 expression activation; actives 1.1% (n = 380,000); MCF7-BRCA1-FFLuc reporter, luminescence, 48 h; response scale: scaled: vehicle 0%, 10 µM genistein 100%; Potency, µM (top dose mostly 46.1 µM), for inactives: at the top dose activation, actives largely listed as activators; further: potency means the concentration at half of the fitted maximal effect; nearly all actives have a fitted effect of over 80% in size; some results filed as inactive show a strong effect at the top dose
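Reporter cells (MCF7, BRCA1 promoter-firefly luciferase) received library compounds across a concentration series for 48 h. End-point luminescence was measured and concentration-effect curves derived after normalization.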
Integrin act MD: integrin-mediated muscular dystrophy alleviation activation; alpha7betagal myoblasts, beta-gal FDG fluorescence, 48 h; Potency, µM (top dose mostly 38.3 µM), for the others: at the highest dose activation, most hits filed as activators; actives 0.064% (n = 350,000);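 further: potency means the concentration at half of the fitted maximal effect; 100% = response of the positive control SU9516; nearly all actives have a fitted effect of over 60% in size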
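Alpha7betagal+/- myoblasts (passage 13) were plated 16-24 hr, then exposed to compounds (1:260 dilution of DMSO stock) for 48 hours at 37C. After MPER lysis, β-galactosidase reporter activity was read as FDG fluorescence (ex 480/em 540) after 30 minutes.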
B2AR arrestin: agonists driving beta-arrestin recruitment to human beta2-adrenergic receptor; P07550; beta-arrestin recruitment to beta2AR, cell-based reporter; Potency, µM (titrated, usually from 46.1 µM), for inactives: at the top dose activation, most hits filed as activators; actives 0.02% (n = 330,000); AID 492947;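 further: potency means the concentration at half of the fitted maximal effect; 0% = DMSO controls and full agonism = EC100 isoproterenol or metaproterenol; nearly all actives have a fitted effect of over 65% in size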
TSG101-PTAP inh: blocks PTAP/TSG101 interaction to inhibit HIV-1 budding; AID 493005; Potency, µM (titrated, usually from 115 µM), for the others: at the top dose activity change, negative = inhibition, actives largely listed as inhibitors; Q99816; Fluorescence polarization, FITC-PTAP peptide / Tsg101 binding; 340,000 tested, under 10 active; active means well fitted inhibition curve with a large enough effect in the main read-out, with a control signal flat, not every such curve was filed as active; inconclusive means small, poorly fitted or top-dose-only effect, or effect the other way, or a change in a side signal; inactive means no such curve, though single readings can be large or run the other way; further: potency means the concentration at half of the fitted maximal effect; % of control where 0% means no effect
Target sequence (Q99816 whole entry, looked up): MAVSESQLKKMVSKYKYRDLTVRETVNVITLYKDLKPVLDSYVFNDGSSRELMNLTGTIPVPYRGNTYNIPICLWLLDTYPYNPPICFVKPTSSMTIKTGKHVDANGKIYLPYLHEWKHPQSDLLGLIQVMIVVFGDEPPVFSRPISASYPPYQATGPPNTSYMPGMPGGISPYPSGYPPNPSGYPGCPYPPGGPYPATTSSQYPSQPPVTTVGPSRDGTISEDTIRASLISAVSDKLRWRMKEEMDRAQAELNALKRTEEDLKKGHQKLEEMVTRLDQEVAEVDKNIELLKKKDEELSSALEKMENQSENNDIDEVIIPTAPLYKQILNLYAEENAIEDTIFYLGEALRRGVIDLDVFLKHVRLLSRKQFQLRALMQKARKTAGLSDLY
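Steps: Tsg101 binding domain dispensed (10 uM final), compounds pinned in DMSO, FITC-labeled PTAP-motif peptide added (50 nM final); after 20 min binding at room temperature, polarization measured.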
ASM inhibitor: human S-ASM enzyme inhibition | P17405 | placental ASM, HMU-PC fluorogenic substrate, 60 min | Potency, µM (series often up to 57.5 µM), without a hit: at the top dose activity change, negative = inhibition, actives largely listed as inhibitors | actives 0.006% (n = 340,000); further: potency means the concentration at half of the fitted maximal effect
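HMU-PC0 cleavage (9 uM final) by human placental ASM, 60 min at 37 °C following 10 min compound exposure at RT; stopped at pH 10, fluorescence Ex 386/Em 447 nm.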
uPA surface inh: blocks generation of uPA at the cell surface | cell surface uPA generation assay, qHTS | Potency, µM (highest dose often 38.3 µM), inactives show at the top dose activity change, negative = inhibition, usual class: inhibitors | actives 0.31% (n = 330,000) | AID 540303; active means well fitted inhibition curve with a large enough effect; inconclusive means small, poorly fitted or top-dose-only effect; inactive means no such curve, though single readings can be large or run the other way; tested in mouse RAW 264.7 cells; further: potency means the concentration at half of the fitted maximal effect; on the % scale 0 is the no-effect control and ±100 the full control effect; nearly all actives have a fitted effect of over 55% in size
USP2a block: USP2a (human) protease inhibition. O75604. USP2 core, Ub-CHOP2 coupled fluorogenic reporter, 485/531. Potency, µM (series often up to 38.3 µM), for the others: at the top dose activity change, negative = inhibition, usual class: inhibitors. actives 0.01% (n = 330,000). AID 463254;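 further: potency means the concentration at half of the fitted maximal effect; plate controls were DMSO wells for no effect and full inhibition by NEM control for full effect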
Target sequence (O75604 whole entry, looked up): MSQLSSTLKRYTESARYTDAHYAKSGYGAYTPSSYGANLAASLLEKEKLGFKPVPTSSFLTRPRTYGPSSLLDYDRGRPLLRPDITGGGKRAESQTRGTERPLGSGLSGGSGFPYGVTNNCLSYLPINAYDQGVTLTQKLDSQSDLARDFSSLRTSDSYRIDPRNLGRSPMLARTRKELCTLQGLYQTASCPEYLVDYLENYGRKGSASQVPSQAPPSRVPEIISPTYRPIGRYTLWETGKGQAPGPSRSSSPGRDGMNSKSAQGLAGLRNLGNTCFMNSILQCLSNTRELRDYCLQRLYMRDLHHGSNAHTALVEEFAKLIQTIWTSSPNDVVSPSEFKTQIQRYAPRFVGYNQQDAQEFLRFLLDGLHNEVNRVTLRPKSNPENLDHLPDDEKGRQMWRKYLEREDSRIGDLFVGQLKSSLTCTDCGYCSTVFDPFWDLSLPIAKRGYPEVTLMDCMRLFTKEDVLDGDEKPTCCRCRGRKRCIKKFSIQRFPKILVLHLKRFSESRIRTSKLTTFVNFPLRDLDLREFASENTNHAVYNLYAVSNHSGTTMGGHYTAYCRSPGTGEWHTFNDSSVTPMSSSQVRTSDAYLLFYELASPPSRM
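USP2 core (10nM final) preincubated 30min RT with compound in 20mM Tris-HCl pH 8.0, 2mM CaCl2, 2mM beta-mercaptoethanol, 0.05% CHAPS; 25nM Ub-CHOP2 plus 25nM reporter substrate added, fluorescence (Ex485/Em531) read after 60min.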
Eya2 phos inh: inhibitors of human Eya2 phosphatase activity | recombinant Eya2, OMFP fluorescence dephosphorylation (OMFP is methylfluorescein phosphate) | Potency, µM (top dose mostly 76.9 µM), for the others: at the top dose activity, negative = inhibition, usual class: inhibitors | AID 488837 | actives 0.006% (n = 330,000) | O00167; further: potency means the concentration at half of the fitted maximal effect; on the % scale 0 is the no-effect control and ±100 the full control effect
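Eya2 protein (added as 0.2 uM solution) was preincubated with compound for 10 min at ambient temperature in 50 mM HEPES pH 7.5, 50 mM NaCl, 5 uM MgCl2, 0.05% BSA, 1 mM DTT. OMFP (added at 50 uM) then reacted 10 min; fluorescence read at 485/525 nm.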
TRPV1 ag: activates the human vanilloid receptor TRPV1; Q8NER1; TRPV1-expressing cells, Fluo-8 calcium influx, agonist mode; activation, % at 8.33 µM; actives 0.19% (n = 320,000); AID 540275; in the data active means activation above about 80%; inconclusive means between about 30% and that limit; further: 0% is about no effect
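Fluo-8 calcium influx in TRPV1-expressing cells, kinetic read (ex 480/em 520 nm). Compound added and read 3 min for agonist activity, followed by capsaicin at EC20 final and 2 min further read for enhancement.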
p53 reactivator: mutant p53 re-activation in reporter cells. H1299 p53-A138V BP100-luciferase reporter, luminescence, 24 h. Potency, µM (series often up to 92.2 µM), inactives show at the top dose activity change, positive = activation, usual class: activators. actives 0.063% (n = 320,000); further: potency means the concentration at half of the fitted maximal effect; % of control where 0% means no effect; nearly all actives have a fitted effect of over 45% in size
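p53-null H1299 cells stably carrying temperature-sensitive p53-A138V and a BP100-luciferase reporter were pinned with compounds (4-point, 1:5 series) and held 24 hrs at 37 deg C. Luminescence was read 10 min after detection reagent.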
An asterisk follows results filed as active; ? = inconclusive; / = no result given; [ ] = another dose, or the depositor's remark. Unless noted, the call rests on the fitted dose curve; in most records, active means well fitted curve in the direction sought with a large enough effect; inconclusive means small, poorly fitted or top-dose-only effect, or another doubt; inactive means no such curve, though single readings can be large; an effect the other way counts as inactive or inconclusive.

SMILES | ELG1 genotoxic | BRCA1 expr act | Integrin act MD | B2AR arrestin | TSG101-PTAP inh | ASM inhibitor | uPA surface inh | USP2a block | Eya2 phos inh | TRPV1 ag | p53 reactivator
CCOC(=O)c1cnc2c(C#N)c(C)nn2c1C | -1.8% | -7.5% | 15.2% | -0.2% | -0.9% | 4.4% | -5.2% | 4.0% | 8.8% | 0.7 | 21.4%
C=CCn1c(SCC(N)=O)nnc1-c1cc2c(s1)CCC(CC)C2 (stereo not drawn) | ? | 9.9% | -21.5% | -0.2% | -1.4% | 2.1% | 1.8% | 1.7% | 2.3% | ? | 17.3%
O=C(CNC(=O)c1ccccc1F)NCCN1C(=O)S/C(=C\c2ccccc2Cl)C1=O | 1.9% | -17.4% | -22.4% | -0.2% | -0.8% | -2.0% | -0.7% | -0.5% | 2.3% | -3.5 | -13.1%
N#CCN1CCC2(O)CCCCC2C1c1ccc2c(c1)OCO2 (stereo not drawn) | 1.8% | 0.9% | 20.9% | -1.1% | 0.5% | 2.4% | -1.3% | 2.4% | 2.3% | 3.0 | -0.9%
CC(=O)Nc1ccc(C(=O)Nc2nc(-c3cc(C)n(Cc4ccccc4)c3C)cs2)cc1 | -9.5% | -26.8% | -18.4% | -0.8% | 1.1% | -7.9% | 7.8% | 1.2% | 2.8% | 0.7 | -1.1%
C=CCN=C1N[C@@H](c2ccc(Br)cc2)C(C(=O)OC)=C(C)N1Cc1ccccc1 | / | 0.0% | / | 0.1% | / | / | / | -3.2% | -6.5% | 3.6 | /
NC(=O)C1CCN(C(=O)CSCc2ccccc2Cl)CC1 | 6.1% | 41.2% | -1.2% | 0.4% | -0.6% | -0.3% | 3.2% | -2.7% | 8.3% | -0.6 | ?
Cc1cc(NC(=O)c2ccoc2C)ccc1Br | ? | 85.3% | -20.6% | -0.2% | -2.0% | -10.8% | -27.4% | 1.3% | 22.7% | ? | ?
CCc1c(C2(O)CCCCC2)[nH]c2cnccc12 | -2.7% | -14.7% | -10.9% | 0.3% | -5.0% | 58.4% | 4.7% | -0.5% | -7.9% | 0.4 | -6.1%
CCOC(=O)[C@H]1[C@H]2COc3ccc(Cl)cc3[C@@H]2N2C(=O)[C@@H](C)NC(=O)[C@@]12C | 4.0% | -8.3% | -7.9% | -0.7% | -2.4% | -2.0% | 8.4% | 2.4% | -6.3% | / | 0.6%
CCOC(=O)CCCNC(=O)CSc1nc2ccc(OCC)cc2[nH]1 | -5.7% | 0.1% | 14.2% | -0.1% | -1.3% | 0.9% | 3.1% | 2.6% | 2.0% | -1.1 | 0.8%
CC(NS(=O)(=O)c1ccc(Br)cc1)C(=O)Nc1nc2ccccc2[nH]1 (stereo not drawn) | 0.8% | -14.2% | -0.1% | -0.9% | -0.7% | 3.7% | 8.4% | 1.7% | 12.7% | -1.5 | ?
C[C@@H]1CC[C@]2(O[C@H](CCO)C[C@H](O)[C@H]2O)O1 | / | -0.4% | 0.0% | / | 0.1% | -2.2% | 7.9% | / | / | / | /
CCn1c(COc2ccccc2C)nnc1SCC(=O)CC(=O)Nc1ccccc1OC | -9.3% | -39.2% | 5.9% | 0.3% | 1.6% | -1.8% | / | 3.8% | 14.0% | -1.2 | -7.9%
O=C(c1ccco1)c1cn(CC(=O)N2CCCc3ccccc32)c2ccccc12 | -12.8% | -26.2% | 22.8% | 3.6% | -3.7% | -3.8% | 1.7% | -11.6% | 3.0% | -4.2 | -23.5%
CCNS(=O)(=O)c1ccc(NC(=O)c2ccc(Cn3cc([N+](=O)[O-])cn3)o2)cc1 | -6.3% | 10.3% | 16.4% | 0.2% | -2.8% | -2.7% | 1.2% | -9.3% | -3.9% | -0.5 | -2.8%
CC(C)C(=O)Nc1ccccc1Cc1ccccc1 | -2.5% | 2.3% | 2.2% | -0.2% | 1.2% | 3.0% | -6.1% | 1.1% | 10.8% | -7.4 | 1.3%
CCOc1ccc(C2C(C#N)=C(N)SC(N)=C2C#N)cc1OC | -1.4% | / | / | 0.0% | / | / | / | -0.4% | 22.2% | 7.8 | -2.6%
Cc1ccc(-c2cc(C(=O)NCC3CCCO3)c3ccccc3n2)cc1C (stereo not drawn) | -5.7% | -9.0% | 3.1% | -0.1% | -1.9% | 0.6% | 1.7% | -1.6% | -11.1% | ? | 2.8%
COc1ccc(OC)c(NC(=O)CSc2nnc(Cc3cccn3C)n2-c2ccc(F)cc2)c1 | -10.3% | 7.4% | 0.5% | -0.3% | -5.9% | -0.3% | 11.8% | 1.8% | -4.9% | 0.3 | -2.9%
N#Cc1ccccc1OCC(=O)NNC(=O)CNC(=O)c1ccc(Br)o1 | -0.2% | -8.4% | 10.5% | -0.3% | -2.2% | 0.2% | -0.4% | 3.8% | -11.6% | / | -5.3%
O=[N+]([O-])c1cccnc1N1CCN(c2ccc(F)cc2)CC1 | -1.4% | -16.3% | -14.2% | -0.1% | 0.0% | -4.7% | 3.1% | 1.4% | 7.2% | 8.8 | 1.5%
Cc1onc(-c2ccccc2Cl)c1C(=O)Nc1cccnc1 | -5.6% | 0.3% | 10.3%[7.66 µM] | -0.3% | -8.4% | 5.1% | / | 1.6% | 5.2% | -3.2 | 4.8%
COc1ccc2c(c1)C(NC(=O)C(F)(F)F)CC2=O (stereo not drawn) | 0.5% | -1.1%[1.84 µM] | 8.4% | -0.3% | -3.4% | 0.5% | -3.3% | 0.0% | -22.0% | 24.6 | 1.7%
Cc1nn(C)c(C(=O)NC(=S)Nc2ccc([N+](=O)[O-])cc2)c1Cl | -6.4% | -6.8% | 14.1% | -0.9% | 2.4% | -1.0% | -4.2% | 0.3% | 3.4% | -6.8 | /

Continued; the last 2 above are carried over.
SMILES | ELG1 genotoxic | BRCA1 expr act | Integrin act MD | B2AR arrestin | TSG101-PTAP inh | ASM inhibitor | uPA surface inh | USP2a block | Eya2 phos inh | TRPV1 ag | p53 reactivator
COc1ccc2c(c1)C(NC(=O)C(F)(F)F)CC2=O (stereo not drawn) | 0.5% | -1.1%[1.84 µM] | 8.4% | -0.3% | -3.4% | 0.5% | -3.3% | 0.0% | -22.0% | 24.6 | 1.7%
Cc1nn(C)c(C(=O)NC(=S)Nc2ccc([N+](=O)[O-])cc2)c1Cl | -6.4% | -6.8% | 14.1% | -0.9% | 2.4% | -1.0% | -4.2% | 0.3% | 3.4% | -6.8 | /
Cc1ccccc1N=C1NC(=O)CS1 | 1.1% | 0.7% | -21.3% | -0.5% | -6.6% | 2.1% | 0.1% | ? | -2.6% | 0.0 | -0.1%
COc1ccccc1NS(=O)(=O)CC12CCC(CC1=O)C2(C)C (stereo not drawn) | 2.2% | 6.5% | 10.0% | 0.2% | -16.8% | 2.3% | -2.2% | -4.8% | -20.5% | 14.1 | -1.8%
COc1cccc2[nH]c3c(N4CCc5ccccc5C4)ncnc3c12 | -7.8% | -15.5% | 2.1% | -1.0% | 0.1% | -2.1% | -4.3% | 1.8% | 7.9% | 3.9 | 0.6%
O=C1c2ccccc2C(=O)N1CCN1CCCCC1 | -2.0% | -4.3% | 4.0% | -0.4% | -0.9% | 1.9% | 1.4% | 4.4% | -5.2% | 0.8 | 9.2%
CC1(C)CC(=O)C=C(NCCc2c[nH]c3ccccc23)C1 | -6.6% | 0.0% | 7.5% | -0.5% | -2.7% | -2.1% | -0.5% | 0.4% | -0.8% | -0.1 | -3.4%
O=C(NC1CCCCC1)C1CCCN1C(=O)Nc1ccccc1 (stereo not drawn) | -0.1% | -0.1% | 4.2% | -0.7% | 1.2% | 0.5% | 0.0% | 1.2% | -0.8% | -0.4 | 2.4%
O=C(NC1CCCCC1)c1cccc(Cn2cc(Cl)cn2)c1 | 0.3% | 2.2% | -21.7% | -0.1% | -4.9% | -0.4% | -0.3% | 7.7% | 8.8% | 18.0 | 1.1%
O=C(C1CC1)N1N=C2CCCCC2C1(O)C(F)(F)F (stereo not drawn) | -8.8% | 15.5% | 25.6% | 0.2% | -1.4% | -0.6% | 1.7% | 2.3% | -6.8% | 1.5 | -1.0%
O=C1CCC(c2ccccc2)N1C(=O)c1cccnc1 (stereo not drawn) | 2.7% | 1.3% | -2.6%[7.66 µM] | -0.1% | -9.5% | 3.2% | / | 0.1% | 4.1% | -3.5 | 9.5%
COC(CNC(=O)c1c[nH]c2ccc(S(=O)(=O)N3CCOCC3)cc2c1=O)OC | -1.1% | 1.5% | 13.4% | -1.0% | -1.3% | 4.2% | -22.0% | -0.3% | -0.4% | 1.1 | 7.5%
O=C1c2ccccc2C(=O)c2c1cccc2N(CCO)CCO | 5.6% | 1.0% | -8.7% | 0.0% | -21.8% | -5.5% | -0.6% | 3.7% | -1.4% | 0.8 | /
Cc1cc2c(n1-c1ccc(C(=O)O)cc1)CCCCC2 | 1.9% | / | / | -0.3% | / | / | / | -1.8% | 10.5% | -7.2 | 2.4%

Bioassay records as filed in PubChem BioAssay.
